Assay outcomes from PubChem.
ALDH1A1 inh = ALDH1A1 (human) enzyme inhibition; Purified ALDH1A1, NADH fluorescence, propionaldehyde substrate; 7.3% of 220,000 active; P00352; Potency, µM (series often up to 75.3 µM), for inactives: at the highest dose activity, negative = inhibition, usual class: inhibitors; active = well fitted inhibition curve with a large enough effect, not every such curve was filed as active; inconclusive = small, poorly fitted or top-dose-only effect, or another doubt; inactive = no such curve, though single readings can be large or run the other way;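 also: plate controls were no enzyme wells and a reference inhibitor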
aGal spleen mod = inhibits or activates alpha-galactosidase in human spleen homogenate; human spleen homogenate, 4MU-alpha-Gal fluorescence, 40 min; Potency, µM (doses to about 80 µM), inactives show at the highest dose activity change, negative = inhibition, actives largely listed as inhibitors; 0.008% of 240,000 active;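 also: 0% = enzyme with vehicle and -100% = no enzyme basal signal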
Target sequence (P06280 32-429 limits assumed): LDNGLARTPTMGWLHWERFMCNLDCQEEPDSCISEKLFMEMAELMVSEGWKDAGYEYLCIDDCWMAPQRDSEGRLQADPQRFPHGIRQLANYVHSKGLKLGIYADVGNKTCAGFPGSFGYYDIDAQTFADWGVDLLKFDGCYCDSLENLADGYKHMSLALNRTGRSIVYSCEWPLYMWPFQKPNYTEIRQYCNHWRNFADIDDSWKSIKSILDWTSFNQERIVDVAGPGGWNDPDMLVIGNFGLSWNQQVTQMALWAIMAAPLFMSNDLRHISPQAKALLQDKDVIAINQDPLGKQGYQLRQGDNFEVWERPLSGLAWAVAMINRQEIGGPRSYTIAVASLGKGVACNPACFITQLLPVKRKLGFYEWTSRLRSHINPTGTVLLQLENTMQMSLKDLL
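Human spleen homogenate (1 ug) as enzyme source, 4-methylumbelliferyl-alpha-D-galactopyranoside 1 mM final, citrate/phosphate pH 5.0 with 0.01% Tween-20. Compounds 40 min at 37C, NaOH/glycine stop; fluorescence Ex 365/Em 440, Hill-fit AC50.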
Tau fibril ThT = tau fibrillization inhibition (ThT binding); recombinant tau K18 P301L, heparin-induced fibrillization, ThT fluorescence; P10636; 2.1% of 270,000 active; Potency, µM (titrated, usually from 57.4 µM), for the others: top-dose activity, negative = inhibition, usual class: inhibitors; also: nearly all actives have a fitted effect of over 55% in size
Target sequence (P10636 561-689 P618L limits assumed): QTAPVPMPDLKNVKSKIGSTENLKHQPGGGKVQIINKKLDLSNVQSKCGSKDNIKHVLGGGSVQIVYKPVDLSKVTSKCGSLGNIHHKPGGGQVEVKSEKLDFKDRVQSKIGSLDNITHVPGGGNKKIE
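In this qHTS, human K18 P301L tau is incubated with compound and heparin for 6 hr at 37 C, and Thioflavin T fluorescence then reports fibril load.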
TRb-SRC2 inh = inhibitors of human thyroid hormone receptor beta-SRC2 interaction; Potency, µM (top dose mostly 106 µM), for inactives: at the highest dose activity change, negative = inhibition, most hits filed as inhibitors; P10828; TRbeta-SRC2 peptide binding, fluorescence polarization; receptor liganded with 1 µM T3; 0.065% of 280,000 active;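 also: plate controls were bound peptide for no effect and peptide without receptor for full effect; nearly all actives have a fitted effect of over 50% in size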
Target sequence (P10828 whole entry, looked up): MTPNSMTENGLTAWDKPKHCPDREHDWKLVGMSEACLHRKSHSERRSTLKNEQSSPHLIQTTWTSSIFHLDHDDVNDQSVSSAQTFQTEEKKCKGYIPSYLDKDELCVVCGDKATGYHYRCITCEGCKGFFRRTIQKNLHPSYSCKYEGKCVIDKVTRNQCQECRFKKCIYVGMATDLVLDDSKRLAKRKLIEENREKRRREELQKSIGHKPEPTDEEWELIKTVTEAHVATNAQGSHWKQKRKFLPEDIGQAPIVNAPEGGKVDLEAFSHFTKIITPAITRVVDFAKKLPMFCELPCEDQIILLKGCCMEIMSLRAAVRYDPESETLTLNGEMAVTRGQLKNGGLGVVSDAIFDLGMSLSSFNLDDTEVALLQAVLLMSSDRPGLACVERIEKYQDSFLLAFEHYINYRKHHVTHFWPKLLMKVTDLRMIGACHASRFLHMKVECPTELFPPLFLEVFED
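Fluorescence polarization of 20 nM Texas Red SRC2 peptide with 0.6 uM human TRb ligand-binding domain, in Tris buffer with 1uM T3 and 5% DMSO. Incubated 5 hr ambient; normalized to unbound and bound controls.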
Tau FP inhib = tau fibrillization inhibition (FP). P10636. K18 P301L tau heparin fibrillization, Alexa594 FP, 6 h. Potency, µM (highest dose often 57.7 µM), for inactives: at the highest dose activity, negative = inhibition, most hits filed as inhibitors. 0.39% of 280,000 active; also: nearly all actives have a fitted effect of over 55% in size
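Recombinant K18 P301L […], labeled with Alexa 594 at 0.24 uM over 15 uM unlabeled; heparin inducer 20 uM final; 37 C, 6 hr; FP endpoint.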
Tau fluor counter = counter-screen for tau fibril formation inhibitors; AID 1463; Potency, µM (top dose mostly 57.7 µM), for inactives: top-dose activity change, negative = decrease; 0.93% of 280,000 active; tau K18 P301L (four-repeat tau fragment) Alexa594 fluorescence, heparin fibrillization; also: nearly all actives have a fitted effect of over 55% in size
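Human K18 P301L tau (15 uM unlabeled plus 0.24 uM Alexa 594-labeled, final) in 100 mM sodium acetate pH 7 was mixed with compound and 20 uM heparin and incubated 6 hr at 37 C.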
L3MBTL1 inh = inhibitors of human L3MBTL1; Q9Y468; AID 485360; 0.66% of 230,000 active; AlphaScreen L3MBTL1–H3K9me1 peptide binding; Potency, µM (doses to about 57.1 µM), without a hit: at the highest dose activity, negative = inhibition, hits mostly inhibitors; also: nearly all actives have a fitted effect of over 60% in size
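AlphaScreen assay: L3MBTL1 (50 nM final) was preincubated 30 min at room temperature with biotinylated H3(1-15)K9me1 peptide (75 nM final), then 30 min with library compounds; streptavidin donor and nickel chelate acceptor beads (10 ug/mL final) added, 30 min dark.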
TexasRed fluor = counter-screen for TRb-SRC2 inhibitors: fluorescence interference; TRb/SRC2 Texas Red total fluorescence interference; Potency, µM (top dose mostly 106 µM), inactives show at the highest dose fluorescence change, negative = quenching; 0.29% of 280,000 active; AID 1479; active = well fitted curve in either direction with a large enough effect; inconclusive = small, poorly fitted or top-dose-only effect
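Human TRb ligand-binding domain at 0.6 uM with 20 nM Texas Red SRC2 peptide in Tris buffer containing 1 uM T3 and 5% DMSO, incubated with compound 5 h at ambient temperature. Total fluorescence (555/632 nm) calculated as parallel + 2 × perpendicular.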
Numbers without * were called inactive; u = inconclusive; x = not tested or not shown; [ ] = dose if it differs, or a comment. Unless noted, calls follow the shape of the dose curve; as a rule, active = well fitted curve in the direction sought with a large enough effect; inconclusive = small, poorly fitted or top-dose-only effect, or another doubt; inactive = no such curve, though single readings can be large; an effect the other way counts as inactive or inconclusive. Unless noted, % is scaled to controls: 0 for no effect and ±100 for the full control effect; potency is read from the fitted curve at half-maximal effect.

SMILES	ALDH1A1 inh	aGal spleen mod	Tau fibril ThT	TRb-SRC2 inh	Tau FP inhib	Tau fluor counter	L3MBTL1 inh	TexasRed fluor
O=C(NCCc1nc2ccccc2n1Cc1ccc(F)cc1)c1ccco1	x	x	-0.3%	-3.8%	-6.5%	-9.4%	x	-27.7%
Cc1ccc(C)c2[nH]c(=O)c(CN(CC3CCCO3)C(=O)NC3CCCCC3)cc12 (stereo unspecified)	-8.3%	6.7%	-11.8%	-3.6%	-5.4%	-5.1%	x	-2.1%
N#Cc1sc2nc3c(c(-c4ccco4)c2c1N)CCCC3	u	7.7%	-14.0%	-7.5%	-2.1%	-12.1%	19.3%	-2.7%
CN1CCN(C(=S)c2ccc(-c3cc(Cl)ccc3Cl)o2)CC1	x	-13.0%	u	-9.2%	-4.4%	-28.6%	u	0.0%
CCOc1ccc(NC(=O)c2cc(SC)ccc2Cl)cc1	1.5%	0.4%	-3.8%	4.0%	-1.3%	-1.7%	-3.9%	-1.8%
CC(c1ccco1)N(C(=O)c1ccc(C(F)(F)F)cc1)c1ccccn1 (stereo unspecified)	5.3%	-3.3%	5.0%	-0.3%	-2.1%	5.5%	-0.8%	-2.1%
CC(C)c1ccc(S(=O)(=O)Nc2ccc3oc4c(c3c2)C(=O)CC(C)(C)C4)cc1	x	x	-0.4%	-5.7%	-8.7%	-4.9%	x	-2.5%
NC(=O)c1cc2c3ccccc3ccn2c1-c1ccccc1	x	12.9%	14.1µM*	6.3%	u	14.1µM*[quencher]	x	-2.2%
COc1c(Br)cc2c(C)c(C(=O)O)oc2c1Br	u	9.4%	-8.8%	2.4%	1.0%	-8.8%	2.6%	-0.2%
Cc1ccc(NC(=O)c2ccco2)c(NC(=O)CN2C(=O)c3ccccc3C2=O)c1	u	-2.7%	-9.8%	3.8%	-2.5%	-8.9%	-2.5%	-1.2%
CC(C)NC(=O)NNC(=O)c1cc(COc2cc(Cl)cc(Cl)c2)on1	x	-11.8%	-7.5%	1.7%	4.9%	-5.5%	-3.3%	-4.7%
CCn1c(=O)c2sccc2n2c(CCCC(=O)Nc3ccc(C)cc3)nnc12	x	x	3.0%	2.1%	-1.0%	-1.0%	x	-0.7%
Cc1noc(NS(=O)(=O)c2ccc(NC(=O)CSc3nc4ccccc4s3)cc2)c1C	10µM*	-4.5%	u	-0.4%	-10.3%	-13.5%	-11.9%	-4.0%
O=C(NNS(=O)(=O)c1ccc(Cl)cc1)NC1CCCCC1	-2.7%	-1.2%	-3.4%	-6.8%	-4.2%	-1.8%	-2.4%	-1.1%
CCC(=O)NC(c1ccccc1)c1c(OC(C)=O)ccc2ccccc12 (stereo unspecified)	2.0%	8.7%	-6.8%	-2.0%	2.0%	-4.0%	-4.3%	-1.3%
COc1ccc(Cl)cc1NC(=O)C1CCCN(S(=O)(=O)c2cccc3nonc23)C1 (stereo unspecified)	-4.6%	6.1%	-2.5%	-5.6%	-8.2%	-26.7%	-7.4%	-5.6%
Cc1ccc2oc(=O)n(CCCOc3ccc(Cl)cc3)c2c1	x	x	-9.4%	-9.8%	4.6%	-13.6%	x	u
Cc1cccc(N2CCN(C(=O)COCc3cc(-c4ccc5c(c4)OCO5)on3)CC2)c1C	x	x	u	-1.6%	7.6%	-4.0%	x	6.0%
CCCNC(=O)CN1C(=O)NC2(CCCc3cc(OC)ccc32)C1=O (stereo unspecified)	3.8%	0.0%	-2.7%	0.1%	6.7%	-1.0%	x	2.2%
CCCN1CCc2[nH]c(=S)[nH]c(=O)c2C1	u	-0.7%	-5.4%	-16.6%[53 µM]	7.0%	-8.3%	35.8%[activator]	u
CC(C)(C)C1CCc2c(sc(NC(=O)c3cc(-c4ccc(F)cc4)on3)c2C#N)C1 (stereo unspecified)	x	x	-7.1%	-25.9%[53 µM]	7.5%	-7.6%	x	u
NC(=O)CSc1nnc(COc2ccccc2)n1N	x	-2.8%	3.0%	6.5%	-0.4%	3.2%	x	-6.2%
Cc1coc2cc3oc(=O)c(CC(=O)NCCc4ccccc4)c(C)c3cc12	x	x	6.4%	5.1%	-3.5%	2.4%	x	0.1%
O=C(COCc1cc(-c2ccco2)on1)Nc1cc(Cl)ccc1O	x	x	u	-0.9%	-2.1%	u	x	5.8%
CCCCCCC(C)n1[nH]c(=O)cc1N (stereo unspecified)	x	-1.0%	-5.3%	-0.1%	4.7%	2.5%	3.2%	2.9%

Reprinted from the part before: 5 compounds, followed by the next part.
SMILES	ALDH1A1 inh	aGal spleen mod	Tau fibril ThT	TRb-SRC2 inh	Tau FP inhib	Tau fluor counter	L3MBTL1 inh	TexasRed fluor
CC(C)(C)C1CCc2c(sc(NC(=O)c3cc(-c4ccc(F)cc4)on3)c2C#N)C1 (stereo unspecified)	x	x	-7.1%	-25.9%[53 µM]	7.5%	-7.6%	x	u
NC(=O)CSc1nnc(COc2ccccc2)n1N	x	-2.8%	3.0%	6.5%	-0.4%	3.2%	x	-6.2%
Cc1coc2cc3oc(=O)c(CC(=O)NCCc4ccccc4)c(C)c3cc12	x	x	6.4%	5.1%	-3.5%	2.4%	x	0.1%
O=C(COCc1cc(-c2ccco2)on1)Nc1cc(Cl)ccc1O	x	x	u	-0.9%	-2.1%	u	x	5.8%
CCCCCCC(C)n1[nH]c(=O)cc1N (stereo unspecified)	x	-1.0%	-5.3%	-0.1%	4.7%	2.5%	3.2%	2.9%
Cc1ccc(NCC(=O)N/N=C\C(Br)=C\c2ccccc2)cc1	-10.7%	-2.3%	u	2.7%	9.9%	u	x	-1.5%
COc1ccc(Br)c(C(=O)Nc2cccc(Cl)c2Cl)c1	5.4%	0.3%	-8.4%	-6.7%	5.8%	-14.6%	25.6%	0.7%
COc1ccc(/C=N/NC(=O)c2ccco2)cc1Cn1nc(C)cc1C	u	-0.2%	-5.9%	-0.3%	-2.2%	2.0%	-2.9%	0.3%
COC(=O)c1cc(C(=O)OCC(=O)N2c3ccccc3NC(=O)C2(C)C)cc([N+](=O)[O-])c1	-15.1%	-1.2%	-9.3%	-4.6%	-0.1%	-27.8%	-3.9%	1.0%
CCn1cc(CNCc2c(C(=O)N3CCCCC3)nc3c(C)cccn23)cn1	-11.4%	3.0%	-15.3%	-0.3%	-11.7%	-15.8%	-1.9%	-2.7%
Cc1nc2sc(C(=O)N(C)c3ccccc3)c(NC(=O)c3ccccc3Cl)c2c(C)c1C	x	x	2.6%	0.7%	-3.0%	-5.4%	x	4.4%
CC/C(=N\NC(=O)c1csc(C)c1C)c1cccs1	1.7%	0.4%	-13.2%	-3.1%	6.7%	4.9%	-1.1%	-0.7%
CCOC(=O)C(CC)Sc1cc(C)nc2ccc(OC)cc12 (stereo unspecified)	-5.7%	1.1%	-20.1%	3.9%	-2.9%	-11.6%	9.1%	-3.9%
COc1ccc(NC(=O)N2CCc3nc(-c4ccccc4)c4c(c3C2)CO[C@@H](C)C4)cc1	-0.2%[13.5 µM]	-1.6%[17.5 µM]	-2.6%[11.5 µM]	5.0%[11.2 µM]	-0.4%[11.6 µM]	-2.1%[11.6 µM]	x	-3.7%[11.2 µM]
CCCCc1nn2c(=O)cc(COC(=O)c3cccc(NC(=O)c4cccc(Cl)c4)c3)nc2s1	x	x	u	2.6%	-10.0%	-16.5%	x	-0.5%
O=C(O)c1ccc(OC2CSC2)cc1	u	3.1%	-5.3%	4.3%	2.1%	-1.5%	-3.8%	0.3%
CC(=O)NNC(=O)c1sc(=S)n2c1[nH]c(=O)c1sccc12	3.55µM*	-2.6%	u	-2.2%	9.4%	-17.0%	5.6%	-5.3%
CCOC(=O)c1c(C)nn(Cc2cccc(Cl)c2)c1N	6.6%	3.0%	-10.0%	-6.6%	-5.3%	-15.5%	-1.9%	-0.9%
CCCCC#Cc1ccc2c(c1)COc1c3ccccc3nn1-2	x	-2.5%	u	3.5%	-5.9%	-7.4%	x	-1.2%
COc1ccc(-c2csc(-c3c(N)c(C(=O)c4ccc(OC)c(OC)c4)n4ccccc34)n2)cc1	x	x	u	1.1%	12.3%	u	x	-4.1%
Cc1ccc(-n2c(C)n[nH]c2=S)cc1	11.0%	1.1%	-5.3%	6.5%	3.5%	-6.7%	10.2%	-0.3%
c1ccc(-c2csc3ncnc(N4CCOCC4)c23)cc1	-2.0%	-8.1%	-8.3%	-3.1%	-8.9%	15.1%[2.34 µM]	8.8%	-4.0%
COC(=O)Cc1c(C)c2c(O)cc(C)cc2oc1=O	-7.7%	7.5%	-2.8%	-5.0%	3.2%	-2.5%	x	2.3%
COc1cc(O)oc1C=Nc1ccccc1	20µM*	-11.9%	-15.2%	-34.0%	4.6%	-14.5%	0.5%	-0.6%
CCO[C@@H]1OC(C(N)=O)=C[C@H](c2cn(C(C)=O)c3ccccc23)[C@H]1CCCO	-0.5%	4.9%	4.0%	-0.2%	2.2%	-0.1%	6.0%	0.8%
COc1ccccc1OCCNC(=O)Nc1ccc(Br)cc1	14.4%	5.2%	-12.6%	5.8%	-10.1%	-26.8%	4.2%	-0.6%
CCC1CCCCN1Cc1ccc(N)cc1 (stereo unspecified)	-16.7%	5.6%	6.5%	-11.8%[53 µM]	5.3%	-1.3%	18.4%	-4.2%[53 µM]
O=C(O)CSc1nc2c(c(=O)[nH]1)CCCC2	8.0%	-4.8%	-9.7%	-8.4%	-5.4%	-11.6%	-0.8%	1.8%
CC1(C)CC(=O)C2=C(C1)NC(=O)CC2c1ccccc1F (stereo unspecified)	-3.4%	3.2%	-12.0%	-6.1%	-6.3%	-6.2%	-4.0%	1.4%
CCCCSc1nc(C)[nH]c1[N+](=O)[O-]	1.2%	-4.4%	-9.1%	5.8%	-1.8%	-4.9%	x	-1.0%
O=C(O)CC/C(=N/Nc1ncc(C(F)(F)F)cc1Cl)C(=O)O	5.0%	2.0%	-12.6%	1.8%	-2.2%	1.6%	19.7%	0.3%
O=C(Nc1nnc(S(=O)(=O)Nc2ccccc2)s1)c1ccccc1Cl	x	x	u	-2.9%	-1.6%	-20.4%	x	-1.3%
O=C(N/N=C/c1cccs1)c1n[nH]c2c1CCC2	4.8%	0.9%	u	-9.2%	9.2%	-3.4%	-2.1%	3.6%
O=C(CSc1ncccn1)Nc1ccc(S(=O)(=O)N2CCCCC2)cc1	2.9%	-9.7%	-1.5%	-1.0%	-0.9%	-12.9%	-1.6%	2.4%
